# Source: PubChem
# MCL1-BIM inh – MCL1-BIM-BH3 interaction inhibition (human); inhibition, % at 10.9 µM; Q07820; actives 0.68% (n = 320,000); GST-MCL1 / FITC-Bim-BH3 fluorescence polarization;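 active = inhibition above the mean inhibition of all tested compounds plus 3 SD, set per campaign, cut at about 40% in these data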;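 note: 0% = DMSO wells and 100% = unlabeled Bim-BH3 peptide control; higher means more loss of mP so more displacement of Bim peptide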
# Target sequence (Q07820 whole entry, looked up): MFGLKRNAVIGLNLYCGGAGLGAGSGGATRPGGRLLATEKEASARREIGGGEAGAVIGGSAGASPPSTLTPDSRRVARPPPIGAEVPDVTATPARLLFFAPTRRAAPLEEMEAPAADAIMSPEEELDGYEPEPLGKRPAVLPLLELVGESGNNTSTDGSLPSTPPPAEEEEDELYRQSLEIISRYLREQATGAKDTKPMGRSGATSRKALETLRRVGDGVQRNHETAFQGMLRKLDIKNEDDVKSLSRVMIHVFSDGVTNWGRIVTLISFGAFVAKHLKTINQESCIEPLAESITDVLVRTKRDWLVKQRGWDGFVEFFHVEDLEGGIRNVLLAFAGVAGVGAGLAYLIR
# Fam108B inh – Fam108B inhibition, counter-screen for RBBP9 inhibitors | recombinant Fam108B, FP-Rh probe fluorescence polarization | AID 1947 | inhibition, % at 9.51 µM | actives 0.33% (n = 300,000);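 active = inhibition above the screen mean inhibition plus 3 SD, computed separately per campaign, cut at about 18% in these data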;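 note: inhibitors lower polarization as less probe binds the enzyme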
# GLD-1 RNA inh – GLD-1-TGE RNA interaction inhibition (C. elegans); purified GLD-1 + fluorescein TGE RNA, fluorescence polarization; inhibition, % at 5.96 µM; actives 0.44% (n = 320,000); AID 2280;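 active = percent inhibition above a per-plate cutoff, the plate mean of test compounds plus 3 SD, cut at about 30% in these data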;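 note: 0% = DMSO wells with GLD-1 and probe and 100% = wells lacking GLD-1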
# GSTO1 inh – counter-screen for RBBP9 inhibitors: inhibitors of human GSTO1. inhibition, % at 5.96 µM. P78417. actives 1.1% (n = 300,000). AID 1974. recombinant GSTO1, activity-based probe fluorescence polarization;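 active = inhibition above the campaign mean inhibition plus 3 SD, cut at about 35% in these data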;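 note: 0% = GSTO1-1 with DMSO and 100% = wells lacking GSTO1-1 enzyme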
# Target sequence (P78417 whole entry, looked up): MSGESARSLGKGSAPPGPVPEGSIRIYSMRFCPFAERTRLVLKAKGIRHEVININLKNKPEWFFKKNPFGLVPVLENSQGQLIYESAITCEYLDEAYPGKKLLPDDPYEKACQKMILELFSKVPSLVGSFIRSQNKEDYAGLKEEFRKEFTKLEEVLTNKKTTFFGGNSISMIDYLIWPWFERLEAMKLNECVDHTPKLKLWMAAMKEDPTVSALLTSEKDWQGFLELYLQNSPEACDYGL
# PAD4 inh – blocks human protein arginine deiminase 4. recombinant PAD4, RCA probe fluorescence polarization. actives 0.41% (n = 330,000). inhibition, % at 6.36 µM. AID 485272. Q9UM07;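 active = percent inhibition above a cutoff equal to the mean of all tested compounds plus 3 SD, cut at about 15% in these data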;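 note: 0% = PAD4 with RCA probe and DMSO and 100% = probe without PAD4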
# MEX-5 binding – C. elegans MEX-5 TCR-2 RNA binding activity; Q9XUB2; MEX-5/FITC-TCR2 RNA binding, fluorescence polarization; stronger effect = lower value; activity score (negative = inhibition of binding), % at 10 µM; actives 0.38% (n = 300,000);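 active = inhibition past about -25% in most replicates, and total fluorescence under double the plate's negative control median, limit read from the data; inconclusive = replicates evenly split on the limit, or fluorescence at least double controls; inactive = too little inhibition in most replicates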;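 note: 0% = DMSO and -100% = 5 µM competing unlabeled TCR2 RNA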
# BCLXL inh – inhibitors of human Bcl-xL; actives 0.7% (n = 320,000); inhibition, % at 10.9 µM; AID 2129; GST-Bcl-xL / FITC-Bim BH3 peptide fluorescence polarization;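 active = inhibition above the mean of all tested compounds plus 3 SD, cutoff set per campaign, cut at about 30% in these data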;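 note: 0% = DMSO wells and 100% = unlabeled Bim-BH3 peptide competitor; inhibitors lower millipolarization by displacing the labeled peptide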
# TPT1 inhibitor – inhibitors of Candida albicans tRNA 2'-phosphotransferase TPT1; recombinant caTPT1, FP RNA substrate dephosphorylation; inhibition, % at 5 µM; actives 0.81% (n = 300,000);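 active = inhibition above the mean of all tested compounds plus 3 SD, set per screening campaign, cut at about 24% in these data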;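 note: plate controls were DMSO alone for no effect and ferristatin control at 100 nM for full effect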
# PME-1 inh – PME-1 (human) inhibition; recombinant PME-1, FP-Rh probe fluorescence polarization; inhibition, % at 5.9 µM; actives 0.53% (n = 320,000);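 active = inhibition above the campaign mean of all compounds plus 3 SD, cut at about 26% in these data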;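 note: competitive labeling of PME-1 active site by serine hydrolase directed probe; 0% = PME-1 with DMSO and 100% = wells lacking PME-1 enzyme; inhibitors block probe labeling so polarization falls and inhibition rises; many of its hits are not listed in these tables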
# Target sequence (Q9Y570 whole entry, looked up): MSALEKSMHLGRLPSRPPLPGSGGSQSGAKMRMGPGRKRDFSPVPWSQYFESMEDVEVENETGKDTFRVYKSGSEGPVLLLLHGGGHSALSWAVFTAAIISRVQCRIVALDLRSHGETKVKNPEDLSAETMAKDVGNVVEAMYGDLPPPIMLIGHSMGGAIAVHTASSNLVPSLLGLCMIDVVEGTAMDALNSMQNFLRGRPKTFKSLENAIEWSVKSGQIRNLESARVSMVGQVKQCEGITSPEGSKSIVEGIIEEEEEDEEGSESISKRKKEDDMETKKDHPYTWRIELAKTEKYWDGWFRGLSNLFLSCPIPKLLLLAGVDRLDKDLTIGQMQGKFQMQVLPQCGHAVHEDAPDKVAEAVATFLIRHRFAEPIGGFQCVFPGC
# Starred values were filed as active, the others as inactive; ? = inconclusive; nt = no result given.
SMILES,MCL1-BIM inh,Fam108B inh,GLD-1 RNA inh,GSTO1 inh,PAD4 inh,MEX-5 binding,BCLXL inh,TPT1 inhibitor,PME-1 inh
Cc1cc(NC(=O)CN2CCN(S(=O)(=O)c3ccc4ccccc4c3)CC2)no1,4,1,-4,4,0,2.6,4,-2,0
COc1cc2c3c(c1)c(C1=NC(=S)NC1=O)c(O)n3C(C)(C)C=C2C,3,5,-4,5,2,0.3,5,-4,4
Cc1ccc(C(=O)Cn2c(-c3ccccc3)noc2=O)cc1,4,5,1,5,6,-1.8,1,-1,9
CCO[C@@H]1OC(C(=O)NC2CC2)=C[C@H](c2ccc(Br)cc2)[C@H]1CCCO,9,-1,-6,5,2,0.0,6,1,3
O=C1CCCc2nc(N3CCN(C(=O)c4ccco4)CC3)ncc21,-6,1,2,-1,0,1.0,0,-2,0
CCCC1S/C(=N/N=C/c2ccc(OC)cc2)N(Cc2ccccc2)C1=O (configuration not stated),4,-4,-8,-3,-1,-2.7,3,-5,-2
COc1cc(F)ccc1S(=O)(=O)N1CCN(Cc2ccccc2)CC1,5,-4,-2,4,-6,0.7,1,2,2
NC(=O)c1ccccc1N/C=C/C(=O)c1cccs1,-8,-1,-3,-6,-1,2.8,2,3,-3
CCOc1cc(S(=O)(=O)N(CC)CC)ccc1F,-1,-2,9,5,-2,1.5,2,-2,0
Cc1nc(C)c(C(=O)C2=C(O)C(=O)N(CCN(C)C)C2c2cccs2)s1 (configuration not stated),3,2,-4,8,0,-1.4,4,-10,-4
COc1ccc(C2C(=O)N(C3CCCCC3)CC(=O)N2CC2COc3ccccc3O2)cc1 (configuration not stated),-5,1,0,2,0,2.6,2,-1,0
Fc1cccc2sc(Nc3nc4c(F)cccc4s3)nc12,5,4,4,-21,-6,-2.9,0,-4,11
Cc1c(C(=O)NCC2CCCO2)oc2ccc(S(=O)(=O)N3CCCCC3)cc12 (configuration not stated),5,-1,7,10,6,0.8,4,2,-13
COc1ccc(NC(=O)C2CCCN2C(=O)NCc2ccccc2)cc1 (configuration not stated),5,-2,-2,-6,1,2.3,0,-5,-1
COC(=O)c1sc(NC(=O)c2ccco2)c(C#N)c1C,2,3,2,-4,-2,0.8,4,-2,5
c1ccc(Nc2scc(-c3ccccc3)[n+]2Cc2ccco2)cc1,1,2,3,-2,5,0.5,5,-2,6
NC(=O)C1CCN(Cc2nc3c(Br)cc(Br)cc3c(=O)[nH]2)CC1,-3,-4,-5,4,-7,-1.5,-7,4,-1
CC(C)CC(=O)NC1(C(F)(F)F)C(=O)Nc2c1c(=O)n(C)c(=O)n2C (configuration not stated),5,8,4,1,-2,-0.6,4,-3,-3
COc1ccc(OC(=O)CCN2C(=O)C3C4C=CC(C4)C3C2=O)cc1 (configuration not stated),9,0,6,2,-3,-1.6,4,3,4
COc1cc(OC)cc(C(=O)Nc2ccc3c(c2)COC3=O)c1,3,-1,8,-7,-3,-5.3,2,-2,1
O=C(OCCN1CCCCC1)c1cccc(F)c1,4,-3,0,3,2,-0.2,-42,-2,-6
CCSc1ncnc2c1oc1ccccc12,5,2,5,0,2,0.2,6,-4,-2
Cc1ccc(-n2c(N)c(C#N)c(-c3ccc(Cl)cc3)c(C#N)c2=O)cc1,-6,3,1,-9,-4,2.5,0,-1,3
Cn1c(=O)n(C)c2cc(S(=O)(=O)Nc3ccccc3)ccc21,2,1,-5,8,-2,0.2,4,1,7
O=[N+]([O-])/C(N=Nc1ccccc1)=N\Nc1ccccc1,-3,-1,1,3,-5,0.7,4,2,-3
# Going on with the list:
SMILES,MCL1-BIM inh,Fam108B inh,GLD-1 RNA inh,GSTO1 inh,PAD4 inh,MEX-5 binding,BCLXL inh,TPT1 inhibitor,PME-1 inh
COc1ccccc1N1CC(C(=O)Nc2ccc3c(c2)OCO3)CC1=O (configuration not stated),7,1,-3,-3,-6,2.0,6,-4,1
c1ccc(C(c2nnnn2C2CCCC2)N2CCN(c3ccccc3)CC2)cc1 (configuration not stated),-2,3,-6,3,0,0.5,3,-6,-1
O=C(CSc1nncn1-c1ccccc1)Nc1ccccc1F,-1,0,-1,-3,2,-0.7,0,3,0
CCN(CC)C(=O)CCCC(=O)N(CC)CC,13,1,2,1,-1,1.0,5,18,3
S=C(Nc1ccc2c(c1)OCO2)N1CCN(Cc2ccco2)CC1,3,5,0,17,0,1.6,-1,2,-3
CCC(C(=O)OC)n1c(-c2ccccc2)nc2ccccc2c1=O (configuration not stated),1,-5,-2,2,3,-4.1,-2,-1,2
Cc1ccccc1CS(=O)(=O)Cc1ccc(C(=O)NC2CCCC2)o1,6,1,-5,0,1,0.7,7,-3,-2
CC(C)(C)c1ccc(C(=O)C2CCCN(C(=O)CCn3cncn3)C2)cc1 (configuration not stated),-2,0,2,5,-2,0.5,6,-2,-3
CC12CCC(c3c1nc1ccccc1[n+]3[O-])C2(C)C (configuration not stated),-1,-2,0,0,4,-2.1,-2,-4,-4
CCc1ccc(OCC(=O)OC(C)C(=O)NC2CC2)cc1 (configuration not stated),-2,3,5,0,-1,-3.1,-1,-5,2
COC(=O)CS(=O)(=O)c1cccc2cccnc12,3,4,0,-2,-9,-0.9,2,1,-5
Cc1c(C(=O)N2CCCC2)sc(NC(=O)c2ccc(Cl)cc2)c1C#N,11,-2,-4,3,0,0.1,3,9,-2
COc1cc(/C=C/C(=O)N2CCN(c3n[nH]c(=O)[nH]c3=O)CC2)cc(OC)c1OC,4,2,-8,-5,-3,-0.1,6,1,-1
C=C(C)c1sc(-c2ccc(Cl)cc2)nc1C,5,0,-3,6,-4,2.3,2,2,0
Cc1cc(C)cc(NC(=O)Cc2ccc(S(=O)(=O)N3CCCC3)s2)c1,-26,nt,1,nt,-3,nt,-5,nt,1
CCc1ccc(OCCOCC(O)CNC2CCCC2)cc1 (configuration not stated),1,-8,1,2,-2,nt,4,7,-5
Cc1ccc(Cl)cc1N1CCN(C(=O)CCC(=O)O)CC1,-1,0,-7,-2,-3,-1.3,-5,0,0
CCN(CC)C(=O)CS(=O)CC(=O)Nc1cc(OCCOC)c(Cl)cc1Cl (configuration not stated),5,0,-1,4,-2,2.1,-2,4,-5
O=C(NC(=S)Nc1ccc(S(=O)(=O)Nc2nccs2)cc1)c1cccnc1,14,-3,5,1,0,0.1,8,-4,-2
COCCCN1C(=O)c2[nH]nc(-c3cc(C)cc(C)c3O)c2C1c1ccc(O)c(OC)c1 (configuration not stated),7,4,5,2,2,1.6,4,-2,5
NC(=O)c1ccc(NC(=O)COc2cccc3ccccc23)cc1,-2,-6,6,0,0,1.1,4,1,-5
COc1ccc(CCNC(=O)CSc2ccc(-c3ccco3)nn2)cc1,-13,2,8,7,1,-1.2,6,-4,7
COCCn1c(SCC(=O)c2c(-c3ccccc3)n(C)c3ccccc23)nnc1-c1ccncc1,-19,1,8,-1,-1,-2.4,-1,1,-3
CCn1nc(C(=O)Nc2ccc(S(=O)(=O)Nc3ncccn3)cc2)c2ccccc2c1=O,-3,0,-1,1,2,-1.5,-6,10,-2
CCOc1ccccc1C(=O)NCCCN1CCN(CCCNC(=O)c2ccccc2OCC)CC1,-3,-1,14,2,-1,1.6,4,2,1
# Continued:
SMILES,MCL1-BIM inh,Fam108B inh,GLD-1 RNA inh,GSTO1 inh,PAD4 inh,MEX-5 binding,BCLXL inh,TPT1 inhibitor,PME-1 inh
CCOC(CNC(=O)CCc1c(C)nc2nc(C)nn2c1C)OCC,9,0,5,-5,6,?,2,1,-2
Cc1cc(C)nc(/N=C(\N)N2CCc3ccccc32)n1,-3,7,3,2,4,-4.1,2,0,-2
COc1ccc(-c2cc(-c3cccs3)nc3sc(C#N)c(N)c23)cc1,-1,1,1,1,6,1.1,1,4,-3
C=CCOc1ccc(Oc2cc(C)nc(SC)n2)nn1,-3,0,4,-7,-6,3.4,2,2,0
O=C(CNc1cccc(S(=O)(=O)N2CCCC2)c1)Nc1ccc(C(F)(F)F)cc1,2,1,-5,5,0,-2.3,4,-2,-3
Cc1nnc(-c2cnn(-c3ccccc3)c2N)n1Cc1cccc(C(F)(F)F)c1,-2,-3,-3,-5,-8,1.1,-2,-1,2
Cc1oc(-c2ccc(Cl)cc2)nc1CS(=O)CC(=O)NCc1ccccc1 (configuration not stated),4,-1,1,7,-7,-2.2,2,-1,3
CCN1CCc2c(OCC(=O)N3CCC(C)CC3)cccc2C1=O,1,-1,4,3,0,-1.3,7,0,-3
O=C(CCN1CCCC1=O)NC1CCCc2c1cnn2-c1ccc(F)cc1F (configuration not stated),0,0,3,0,-1,1.4,1,0,0
COCCNC(=S)N1CCOCC1,-3,1,1,0,-2,-0.8,1,0,2
Cc1cc(/C=C2\C(=N)N3N=C(C(C)C)SC3=NC2=O)c(C)n1-c1ccccc1,6,-1,0,4,-3,0.0,5,-3,-5
CCc1ccc(C2N3CC4([N+](=O)[O-])CN2CC([N+](=O)[O-])(C3)C4(C)C)cc1 (configuration not stated),-5,2,1,-1,-2,1.1,-5,7,-3
C=CCn1cc(/C=N/NC(=O)COc2cccc3cccnc23)c2ccccc21,-3,4,4,3,-1,4.7,1,3,6
O=C(CNC(=O)c1ccccc1)NCC(O)c1ccc([N+](=O)[O-])cc1 (configuration not stated),-1,1,3,4,-3,0.3,-2,-5,4
O=C(COC(=O)/C=C/c1cccc(C(F)(F)F)c1)NCCN1C(=O)CSC1=O,-7,nt,2,nt,-6,nt,1,nt,1
COc1ccc2cc(/C=N/NC(=O)CN(c3ccccc3C)S(=O)(=O)c3ccccc3)c(Cl)nc2c1,3,-1,1,2,1,0.2,10,0,-2
O=C(c1ccco1)N1CCN(C(=O)C2CCN(S(=O)(=O)c3cnc[nH]3)CC2)CC1,3,-1,3,-1,-3,2.3,6,4,-5
COc1cccc(OCc2cc(C(=O)N(C)Cc3nccn3C)no2)c1,9,7,3,1,-5,0.6,6,0,-6
c1ccc(C2CCC3(CC2)Oc2ccccc2C2CC(c4cccnc4)=NN23)cc1 (configuration not stated),7,5,3,-6,-2,-1.1,3,-3,7
O=C(CCOc1ccccc1)N1CCN(S(=O)(=O)c2cccs2)CC1,-3,4,2,-1,-5,0.3,1,2,0
Cc1ccc(-n2c(-c3cccc(C)c3)n[nH]c2=S)cc1,-12,-2,4,-10,-1,1.7,4,-1,7
COc1ccc(-n2c(Cc3cccn3C)nnc2SCC(=O)NCc2ccccc2Cl)cc1,3,3,-6,1,3,-2.1,-2,1,5
CCOC(=O)N1CCN(C(=O)CSc2ccc3nnc(CCNC(=O)c4ccc(OC)cc4)n3n2)CC1,4,4,7,-6,1,0.6,6,1,-2
Cc1ccc(NC(=O)c2nc(C)n(-c3ccc([N+](=O)[O-])cc3)n2)cc1,8,1,3,4,-2,-0.9,3,2,-1
O=C(NCc1ccc(Cl)cc1)NCc1ccc(Cl)cc1,-4,4,-2,15,-2,-1.4,-4,-3,-5
O=C(O)/C=C/C(=O)Nc1ccc(OC(F)(F)Cl)cc1,10,2,2,7,-3,1.2,9,-3,1
N/C(=N\OC(=O)Nc1ccc(Cl)c(Cl)c1)c1ncc(C(F)(F)F)cc1Cl,4,-19,8,-2,-3,0.1,4,1,-32

# Some of the compounds tested; the hit share may differ from the screen's.
